From PubChem BioAssay
Vif-APOBEC3F blk = inhibitors of Vif-A3F interaction. HeLa A3F-eYFP + Vif (tagged APOBEC3F with the HIV-1 protein that degrades it), YFP fluorescence increase. Potency, µM (top dose mostly 46.1 µM), for the others: at the highest dose activity, negative = active. 390,000 tested, 0.2% active; also: potency is read from the fitted curve at half-maximal effect; % of control where 0% means no effect; nearly all actives have a fitted effect of over 65% in size
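HeLa cells stably expressing A3F-eYFP plus Vif, plated and incubated overnight at 37 deg C, then exposed to compounds overnight at 37 deg C. Blocked degradation read as raised yellow fluorescence (Ex 488/Em 500-530).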
D2 potentiator = D2 dopamine receptor (human) potentiation; P14416; HEK293 T-REx D2, calcium flux, EC20 dopamine potentiation; potentiation, % at 10 µM; 340,000 tested, 0.34% active;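 active = potentiation over 3 SD above the plate norm, cut at about 30% in these data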; also: 0% is about no effect
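Cells plated with tetracycline inducer and held overnight at 30 C; calcium dye loaded 30–90 min at room temperature; baseline taken, compound added and read 180 s; EC20 dopamine then added and read 180 s.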
D1 PAM = potentiators of human D1 dopamine receptor | AID 504651 | 360,000 tested, 0.036% active | HEK293 TREx D1 cells, calcium flux, dopamine EC20 potentiation | P21728 | potentiation, % at 10 µM; in the data active = potentiation above about 30%; also: 0% is about no effect
D1 ag = human D1 receptor agonism | P21728 | HEK293 T-REx D1 cells, calcium flux, agonist mode | activation, % at 2 µM | 360,000 tested, 1% active | AID 504660; in the data active = activation above about 30%; also: 0% is about no effect
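Tetracycline-induced HEK293 TREx D1 cells, force-coupled to calcium signalling, were dye-loaded with a no-wash calcium kit. Compound was pin-added after a 10 s baseline. Fluorescence was read kinetically at 1 cycle/s for 180 s, with calcium rises flagged as agonism.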
Vif-A3G inh = Vif-A3G binding inhibition. HeLa A3G-eYFP + Vif (tagged APOBEC3G with the HIV-1 protein that degrades it), YFP fluorescence, overnight. Potency, µM (titrated, usually from 46.1 µM), for the others: at the highest dose activity, negative = active, hits mostly inhibitors. 410,000 tested, 0.076% active. AID 602310;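 also: potency is read from the fitted curve at half-maximal effect; % is scaled to controls: 0 for no effect and ±100 for the full control effect; nearly all actives have a fitted effect of over 60% in size; hits raise eYFP signal because A3G escapes Vif-driven loss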
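Read-out is eYFP fluorescence (Ex 488/Em 500-530) from Vif-expressing HeLa A3G-eYFP cells; more signal means A3G escaped Vif-mediated degradation. Cells plated overnight, compound pinned in, incubated overnight at 37 deg C.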
GRP78 ERSR act = ER stress response induction in glioma. U87-MG GRP78 promoter luciferase reporter, 16 h. Potency, µM, for the others: at the highest dose activation, usual class: activators. 420,000 tested, 0.02% active. AID 602332; also: potency is read from the fitted curve at half-maximal effect; series mostly up to about 76 µM; % of control where 0% means no effect; nearly all actives have a fitted effect of over 35% in size
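ERSR induction read as luciferase luminescence (Bright-Glo, 10 min at room temperature) in stably transfected human U87-MG glioma cells exposed to compounds for 16 h, using GRP78 as sensor.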
RXFP1 ag = RXFP1 (human) receptor agonism; HEK293T-RXFP1 cAMP TR-FRET, 30 min; response scale: percent of porcine relaxin response, buffer zero; 370,000 tested, 0.3% active; Potency, µM (top dose mostly 57.5 µM), without a hit: at the highest dose activation, most hits filed as activators; also: potency is read from the fitted curve at half-maximal effect; % is scaled to controls: 0 for no effect and ±100 for the full control effect; nearly all actives have a fitted effect of over 60% in size; many of its hits are not listed in these tables
Target sequence (Q9HBX9 whole entry, looked up): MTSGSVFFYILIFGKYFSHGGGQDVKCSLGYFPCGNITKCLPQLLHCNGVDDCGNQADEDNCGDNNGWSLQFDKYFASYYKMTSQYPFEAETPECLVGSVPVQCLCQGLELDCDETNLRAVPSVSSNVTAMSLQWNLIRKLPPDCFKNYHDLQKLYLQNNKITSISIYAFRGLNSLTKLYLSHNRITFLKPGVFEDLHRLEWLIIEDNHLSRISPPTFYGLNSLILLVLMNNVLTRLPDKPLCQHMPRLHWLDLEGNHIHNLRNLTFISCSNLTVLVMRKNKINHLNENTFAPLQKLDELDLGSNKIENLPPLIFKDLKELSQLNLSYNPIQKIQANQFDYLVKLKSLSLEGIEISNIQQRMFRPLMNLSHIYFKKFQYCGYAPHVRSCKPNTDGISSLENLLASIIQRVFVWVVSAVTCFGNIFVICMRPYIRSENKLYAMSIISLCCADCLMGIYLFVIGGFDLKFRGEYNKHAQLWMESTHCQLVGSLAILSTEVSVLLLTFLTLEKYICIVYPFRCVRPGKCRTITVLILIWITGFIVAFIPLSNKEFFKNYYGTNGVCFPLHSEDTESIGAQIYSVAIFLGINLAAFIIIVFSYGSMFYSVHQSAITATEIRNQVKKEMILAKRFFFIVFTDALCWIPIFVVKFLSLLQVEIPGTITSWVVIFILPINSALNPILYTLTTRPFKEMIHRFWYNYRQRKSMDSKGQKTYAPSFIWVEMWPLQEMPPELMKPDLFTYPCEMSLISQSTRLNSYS
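cAMP rise read by TR-FRET after 30 min, 37C compound exposure (up to 58 uM) in RXFP1-transfected HEK293 cells with Ro 20174 present. EC50 from Hill-equation fits, with 29 nM porcine relaxin as 100% and buffer as basal.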
RXFP1 antag = blocks the human relaxin receptor RXFP1 | Q9HBX9 | activity change, negative = inhibition, % at 57.5 µM | 350,000 tested, 0.59% active | AID 1259400 | HEK293-RXFP1, relaxin-stimulated cAMP HTRF, 30 min; hits give low values;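 active = activity change of -60% or lower, but not beyond a set lower limit; inconclusive = change between -60% and -40%, or beyond the set limit; inactive = change above -40%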; also: % is scaled to controls: 0 for no effect and ±100 for the full control effect
D1 antagonist = human D1 dopamine receptor antagonism; AID 504652; P21728; HEK293 TREx D1 cells, calcium flux, dopamine EC80; hits give low values; 360,000 tested, 3.2% active; activity change, negative = inhibition, % at 10 µM; in the data active = activity change below about -30%; also: % is scaled to controls: 0 for no effect and ±100 for the full control effect
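HEK293 T-REx cells expressing inducible, force-coupled D1 receptor; no-wash Ca dye, 30–90 min RT. Cmpd → 180 s read at 1 Hz → EC80 DA → 180 s read.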
Active calls of the source: *; ? = inconclusive; . = not tested or not shown. Unless noted, calls follow the shape of the dose curve; as a rule, active = well fitted curve in the direction sought with a large enough effect; inconclusive = small, poorly fitted or top-dose-only effect, or another doubt; inactive = no such curve, though single readings can be large; an effect the other way counts as inactive or inconclusive. Not all compounds are listed; the hit share may differ from the screen's.

molecule	Vif-APOBEC3F blk	D2 potentiator	D1 PAM	D1 ag	Vif-A3G inh	GRP78 ERSR act	RXFP1 ag	RXFP1 antag	D1 antagonist
Cc1ccc(S(=O)(=O)N2CCN(C(=O)CCCOc3cccc(C)c3)CC2)cc1	3%	2	0	1	2%	-1%	1.0%	3	-39*
CCOc1cc(CNCC2CCCO2)cc(Br)c1OCC(N)=O (stereo not drawn)	6%	-2	-6	4	2%	-6%	0.1%	4	-14
Cc1nc(-c2ccccc2)sc1C(N)=O	-3%	-9	-8	3	1%	3%	3.1%	-10	7
Cc1ccc(CN2C(=O)c3ccccc3Sc3ccc(C(=O)NC4CCCCC4)cc32)cc1	1%	.	-1	-2	-2%	-1%	-2.3%	2	-8
C/C(CCc1ccc2c(c1)OCO2)=N\N=C(/N)SC1CC(=O)N(c2ccc(Cl)cc2)C1=O (stereo not drawn)	-2%	0	-7	0	-22%	-2%	3.0%	4	-2
CCN(CC)S(=O)(=O)c1ccc2c(c1)N(CC(=O)Nc1cccnc1Cl)C(=O)CO2	5%	4	5	-2	-6%	-2%	13µM*	8	-6
Cc1c(N=C2N=C(NC(=O)c3ccc(F)cc3)c3ccccc32)c(=O)n(-c2ccccc2)n1C	-11%	-3	-3	10	-1%	-1%	-0.5%	-10	-7
O=C(CSc1nnc(NC(=O)c2ccccc2Cl)s1)NC1CC1	-2%	-4	-3	1	1%	-3%	-0.1%	-9	-10
O=C(CCCN1C(=O)c2cccc3cccc(c23)C1=O)N1CCN(c2ncccn2)CC1	-2%	4	3	0	0%	-1%	2.0%	-6	6
CCOC(=O)c1cc2c(=O)n3ccccc3nc2n(C)c1=NC(=O)c1c(-c2ccccc2Cl)noc1C	?	20	0	-1	0%	-3%	13%	-16	-2
COc1cc(/C=N/NC(=O)C(Cc2c[nH]c3ccccc23)NC(=O)OCC(C)C)cc([N+](=O)[O-])c1OCc1ccccc1 (stereo not drawn)	0%	14	12	1	0%	-3%	0.3%	0	8
O=C(COC(=O)CNC(=O)c1ccc(Cl)c([N+](=O)[O-])c1)NNC(=O)c1ccccc1F	4%	9	-3	1	-2%	-3%	3.1%	7	6
CCCCCOc1ccc(Br)cc1CSC(=N)N	-4%	3	9	30*	-16%	-13%	-0.1%	-25	26
COc1ccc(-c2nn(-c3ccccc3)cc2/C=C(\CC(=O)O)c2nc3ccccc3s2)cc1OC	2%	2	5	4	10%	1%	4.7%	6	4
CC1CCCN(CC(=O)N2c3ccccc3Sc3ccccc32)C1 (stereo not drawn)	-1%	-7	-3	9	-1%	-3%	6.1%	-10	9
CSc1ccccc1C(=O)NC1CCCCC1	5%	-1	-5	1	4%	1%	-0.6%	1	-10
CCOc1ccccc1NC(=O)C(OC(=O)C1CC1)c1ccccc1 (stereo not drawn)	-23%	3	-2	30*	-3%	0%	0.0%	-11	-18
Brc1ccc(-c2nc(-c3ccccc3)no2)o1	-7%	0	3	-2	0%	3%	1.1%	-17	1
CC(C)(C)c1ccc(OCC(=O)Nc2ccc3c4c(cccc24)C(=O)NC3=O)cc1	13µM*	-4	9	4	4%	2%	-1.2%	4	0
COc1ccc(NC2CC(=O)NC2=O)cc1 (stereo not drawn)	0%	.	.	.	1%	-4%	1.1%	-2	.

New compounds follow
molecule	Vif-APOBEC3F blk	D2 potentiator	D1 PAM	D1 ag	Vif-A3G inh	GRP78 ERSR act	RXFP1 ag	RXFP1 antag	D1 antagonist
O=C(/C=C/c1ccco1)Nc1ccccn1	?	-2	2	1	?	-10%	-0.7%	-6	-17
COc1ccc(Nc2ccc(C(=O)O)cc2[N+](=O)[O-])cc1	-8%	6	1	3	-1%	1%	0.7%	-4	4
COc1ccc(Cl)cc1N(CC(=O)NCCSCc1ccccc1)S(C)(=O)=O	8%	-3	-6	6	1%	-4%	-2.5%	0	-7
CCN(CC)CCCNC(=O)c1cc(-c2ccc(Cl)cc2)on1	-19%	-5	-3	3	1%	-2%	0.2%	8	3
COC(=O)c1c(NC(=O)/C(C#N)=C/c2ccccc2)sc2c1CCC2	-8%	1	-1	1	2%	-4%	-4.6%	.	-6
O=C(O)c1cc(S(=O)(=O)N2CCCCC2)ccc1F	-1%	.	.	.	-1%	-6%	2.3%	10	.
CC1CCN(c2nc3ccc(C(=O)NCCCN4CCCCC4C)cc3s2)CC1 (stereo not drawn)	-1%	-3	0	3	6%	-2%	1.5%	.	16
COC(=O)CSc1nc2ccccc2nc1SCC(=O)OC	-1%	31*	-3	16	0%	-2%	?	19	-23
CC(C)N(C(=O)Cn1c(SCC(=O)NCc2ccc3c(c2)OCO3)nc2ccccc21)C(C)C	8%	-17	-1	1	0%	-3%	-2.3%	-7	1
O=C1Nc2ccc(C(=O)O)c(O)c2C1=O	1%	.	.	.	1%	-3%	.	-6	.
CCCc1cc(N2CCN(c3ccc(OC)cc3)CC2)n2cnnc2n1	2%	7	-2	5	-1%	-2%	8.8%	-20	-33*
COc1ccc(C(=O)COC(=O)CCN=C2NS(=O)(=O)c3ccccc32)cc1OC	-5%	6	-4	4	1%	-2%	1.1%	-8	-4
COC(=O)C1=C(C(=O)OC)C(c2cc([N+](=O)[O-])ccc2O)c2sc(=O)[nH]c2S1 (stereo not drawn)	8%	3	-5	1	4%	-5%	11%	-1	-12
COc1ccc(Nc2nc(N)nc(C(F)(F)F)n2)c(OC)c1	-3%	.	1	2	0%	1%	0.6%	0	6
COc1ccc(OC)c(NC(=O)c2cnn(-c3ccccc3)c2C)c1	-6%	.	-3	2	3%	2%	-1.1%	-7	3
CCN1CCN(CCCNC(=O)c2cc3c(=O)oc4ccc(C)cc4c3s2)CC1	4%	0	0	1	1%	-3%	13%	1	-1
CCOc1ccccc1N(CC(=O)NCc1ccco1)C(=O)CCC(=O)Nc1nccs1	?	-5	3	0	-1%	-3%	-5.2%	-12	0
CCn1c(C)nc2cc(C(=O)NN=Cc3ccccc3OC(F)F)ccc21	4%	.	.	.	3%	4%	.	-15	.
COc1ccc(OCC(O)CNC(=O)c2sccc2Cl)cc1 (stereo not drawn)	12%	1	1	3	-2%	-1%	0.5%	-7	0
Cc1ccc(S(=O)(=O)n2cnc3cc([N+](=O)[O-])ccc32)c(C)c1	2%	9	-3	2	1%	-4%	2.8%	.	2

New compounds follow:
molecule	Vif-APOBEC3F blk	D2 potentiator	D1 PAM	D1 ag	Vif-A3G inh	GRP78 ERSR act	RXFP1 ag	RXFP1 antag	D1 antagonist
CSCC[C@H](NC(=O)OC(C)(C)C)c1nnc(SCC(=O)Nc2c(C)cccc2C)o1	-1%	-5	-8	2	2%	-2%	0.6%	-6	-10
CC1CC(C)(C)NC(=S)N1CCCC(=O)N1CCN(c2ccccc2F)CC1 (stereo not drawn)	8%	3	-5	10	6%	-2%	5.2%	1	-3
O=C(Nc1ccccc1C(=O)N1CCOCC1)c1ccc(F)cc1	-8%	12	-4	1	-1%	-2%	1.9%	13	-20
O=C(O)C1CN(C(=O)c2cccc(Br)c2)C1	0%	-15	7	2	0%	-5%	-0.4%	3	-3
O=C(C1CCN(S(=O)(=O)c2ccc(Br)s2)CC1)N1CCN(c2cccc(Cl)c2)CC1	-4%	5	-4	16	1%	-4%	3.4%	-9	-17
C[C@@H]1CN([C@H](C)CO)C(=O)c2c(c3ccccc3n2C)-c2ccccc2CO[C@H]1CN(C)C(=O)Nc1ccccc1	-4%	.	.	.	-8%	-5%	.	4	.
C=C(C)COc1ccc(-c2[nH]ncc2Oc2ccc(OC)cc2)c(O)c1	3%	6	-4	2	-7%	5%	2.7%	-15	-5
CCc1ccc(-c2nc(CS(=O)CC(=O)NCc3ccccc3)c(C)o2)cc1 (stereo not drawn)	-1%	10	2	0	-4%	-12%	1.9%	-1	6
O=C(Cn1cnc2cc([N+](=O)[O-])ccc2c1=O)Nc1ccc(Br)cc1	10%	.	4	2	3%	-7%	4.8%	-15	4
CC1(C)CC(NC(=S)Nc2ccc(S(N)(=O)=O)cc2)CC(C)(C)N1	1%	8	0	1	-1%	-3%	-0.3%	-1	4
CCOC(=O)N1CCOCCOCCN(C(=O)OCC)CCOCC1	-1%	-9	0	0	2%	-5%	-0.5%	0	2
COc1cccc2c3c(c(C)nc12)CCN3c1ccccc1	-2%	14	-13	3	1%	-4%	6.1%	-12	-5
Cc1csc2nc(O)c(C(=O)NCCCN3CCCC3=O)c(=O)n12	-13%	-4	-2	3	-3%	-4%	18%	-6	2
CCc1nnc(NS(=O)(=O)c2ccc(N=Cc3c(C)[nH]n(-c4ccc(C)cc4)c3=O)cc2)s1	6%	1	1	1	-2%	-1%	-2.4%	5	-2
CCOC(=O)[C@H]1[C@H]2COc3ccc(OC)cc3[C@@H]2N2C(=O)CN(Cc3ccco3)C(=O)[C@@]12C	2%	8	7	-1	1%	-4%	1.0%	.	.
CCc1nn(C(C)C(=O)N2CCN(c3cccc(C(F)(F)F)c3)CC2)c(=O)c2cc3occc3n12 (stereo not drawn)	-2%	0	-5	1	2%	1%	-3.1%	.	4
CC(=O)NC12CC3CC(C1)CC(C(=O)N1CCN(S(=O)(=O)c4ccc([N+](=O)[O-])cc4)CC1)(C3)C2	6%	.	.	.	-9%	-2%	.	7	.
Cc1onc(-c2ccccc2)c1-c1n[nH]c(=S)n1-c1ccc(C(=O)O)cc1	0%	-6	-4	2	0%	-7%	1.1%	-7	-7

Three structures already listed, ordered by SMILES length, smallest number first:
molecule	Vif-APOBEC3F blk	D2 potentiator	D1 PAM	D1 ag	Vif-A3G inh	GRP78 ERSR act	RXFP1 ag	RXFP1 antag	D1 antagonist
C=C(C)COc1ccc(-c2[nH]ncc2Oc2ccc(OC)cc2)c(O)c1	3%	6	-4	2	-7%	5%	2.7%	-15	-5
O=C(Cn1cnc2cc([N+](=O)[O-])ccc2c1=O)Nc1ccc(Br)cc1	10%	.	4	2	3%	-7%	4.8%	-15	4
Cc1onc(-c2ccccc2)c1-c1n[nH]c(=S)n1-c1ccc(C(=O)O)cc1	0%	-6	-4	2	0%	-7%	1.1%	-7	-7
